Apaf-1 inh: inhibitors of human Apaf-1 apoptosome, primary screen, biochemical, DEVD-Rh110 fluorescence, uHTS | Apoptotic protease-activating factor 1 (Homo sapiens), O14727 | reconstituted apoptosome caspase-3 activity | inhibition, % at 20 µM | 0.71% of 330,000 active; active = inhibition of at least 40% at 20 µM;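 note: plate controls were DMSO wells for no effect and DEVD-CHO caspase inhibitor wells for full effect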
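Material: cell-free apoptosome with Apaf-1, procaspase-3 and caspase-9; Buffer or medium: Hepes pH 7.5 with detergent and BSA; Reagent: cytochrome c trigger plus (Z-DEVD)2-Rh110 caspase-3 substrate; Times: compound with Apaf-1, dATP, procaspase-3 30 min, then 50 min reaction, room temperature; Technique: Rh110 fluorescence intensity.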
SENP8 block: SENP8 protease inhibitors, primary screen, biochemical, luminescence; purified SENP8, Z-RLRGG-aminoluciferin cleavage; inhibition, % at 10 µM; 1.2% of 330,000 active; AID 2540, 2010
CCR6 antag: CCR6 receptor antagonists, primary screen, cell-based, CHO-K1, luminescence, beta-arrestin, uHTS. C-C chemokine receptor type 6 (Homo sapiens), P51684. CHO-K1 CCR6 PathHunter beta-arrestin, CCL20-stimulated. inhibition, % at 20 µM. 0.49% of 340,000 active;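 active = compounds whose inhibition of the agonist-driven luminescence signal at 20 µM reaches about 50%, limit read from the data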;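 note: cells stimulated with CCL20 at 14 nM final; plate controls were DMSO with CCL20 for no effect and DMSO without agonist for full effect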
EBI2 block: EBI2 receptor antagonists, beta-arrestin recruitment, primary screen, cell-based, luminescence, 7a,25-OHC stimulation, uHTS. G-protein coupled receptor 183 (Homo sapiens), P32249. 7a,25-OHC stimulated. inhibition, % at 5 µM. 0.81% of 360,000 active; in the data active = inhibition above about 38%;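 note: enzyme fragment complementation signal reports receptor beta-arrestin coupling in cells; 0% = agonist plus DMSO wells and 100% = wells without agonist; some results beyond the cut were filed as inactive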
Target sequence (P32249 whole entry, looked up, the tested form may be a part): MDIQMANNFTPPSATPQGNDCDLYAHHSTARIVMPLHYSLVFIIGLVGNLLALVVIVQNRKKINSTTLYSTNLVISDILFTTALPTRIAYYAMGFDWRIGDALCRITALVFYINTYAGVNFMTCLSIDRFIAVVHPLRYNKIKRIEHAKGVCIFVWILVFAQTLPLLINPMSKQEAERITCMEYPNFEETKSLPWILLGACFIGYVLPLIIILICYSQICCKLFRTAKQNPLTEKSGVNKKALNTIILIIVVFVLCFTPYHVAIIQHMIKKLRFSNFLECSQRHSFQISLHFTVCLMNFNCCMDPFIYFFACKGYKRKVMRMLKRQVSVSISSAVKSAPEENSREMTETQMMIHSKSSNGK
Jurkat NFkB inh: inhibitors of induced NF-kB luciferase reporter, primary screen, TCR NF-kB activation inhibitor project, cell-based, luminescence, uHTS | 0.53% of 330,000 active | inhibition, % at 4 µM | Jurkat, PMA/ionomycin-induced NF-kB luciferase reporter
UBC13 polyUb: UBC13 polyubiquitin chain formation inhibitors, primary screen, biochemical, TR-FRET, uHTS; Ubiquitin-conjugating enzyme E2 N (Homo sapiens), P61088; inhibition, % at 20 µM; 0.47% of 330,000 active; in the data active = inhibition above about 45%, passing the limit was not always enough
Target sequence (P61088 whole entry, looked up): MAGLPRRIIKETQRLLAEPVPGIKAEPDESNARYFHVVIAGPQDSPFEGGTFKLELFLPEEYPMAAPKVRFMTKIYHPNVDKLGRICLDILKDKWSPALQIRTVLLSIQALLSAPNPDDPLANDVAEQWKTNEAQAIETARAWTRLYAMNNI
697 NFkB inh: inhibitors of PMA/ionomycin-induced NF-kB reporter, 697 cells, primary screen, B-cell NF-kB inhibitor project, cell-based, luminescence, uHTS | 697 B-cell NF-kB luciferase reporter, 16 h | inhibition, % at 4 µM | 0.33% of 330,000 active; in the data active = inhibition above about 35%
Gli-Sufu antag: Gli-Sufu pathway antagonists, primary screen, luciferase luminescence, Sufu-KO-LIGHT cells, uHTS; Sufu-KO-LIGHT fibroblasts, Gli luciferase reporter luminescence; inhibition, % at 5 µM; 0.74% of 340,000 active; AID 588413, 2011;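 active = inhibition above about 55%, limit read from the data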;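 note: 0% = DMSO-treated cells and 100% = wells with medium but no cells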
* = called active by the depositor. Cut-off read from the data, not from the text of the source, unless noted: active = inhibition above about 50%; inactive = the rest.

cpd	SMILES	CCR6 antag	UBC13 polyUb	Gli-Sufu antag	697 NFkB inh	Jurkat NFkB inh	Apaf-1 inh	EBI2 block	SENP8 block
1	COc1ccc(S(=O)(=O)N2CCN(C(=O)C3CC3)CC2)cc1Br	5	-3	1	5	-10	13	11	-18
2	Cc1ccc(C(=O)NNC(=O)c2ccccc2-n2cccc2)cc1	6	-1	-3	-1	0	12	-10	-6
3	Cc1ccc(S(=O)(=O)/N=C2\C(=O)c3ccccc3C([O-])=C2n2cc[n+](CCC(C)C)c2)cc1	7	-98	9	1	22	57*	3	25
4	Cc1ccc(OCC(O)Cn2c(=N)n(CCN3CCOCC3)c3ccccc32)cc1 (stereo unspecified)	13	2	4	-11	7	16	9	0
5	CS(=O)(=O)N1CCc2cc(C(=O)Nc3cccc([N+](=O)[O-])c3)ccc21	6	1	30	-12	-26	-3	4	4
6	O=C(NCc1ccc2c(c1)OCO2)c1nc(Cn2ccc([N+](=O)[O-])n2)no1	0	8	-23	20	3	-1	-12	-3
7	CCc1ccccc1NC(=O)c1nnn(CC(=O)Nc2cccc(C)c2C)c1N	4	-4	3	0	10	4	1	6
8	CCOc1ccccc1NC(=O)NC(=O)N(C)S(=O)(=O)c1ccc(C)cc1	7	5	1	3	23	2	-1	-3
9	CSc1ccccc1C(=O)NCc1ccc(C)cc1	8	2	-5	-9	7	-9	5	-8
10	CC(C)c1c(C(=O)N/N=C/c2ccsc2)nnn1-c1nonc1N	2	1	4	9	-2	-9	3	-1
11	O=C1CC(c2ccccc2)Cc2nc3ncnn3cc21 (stereo unspecified)	7	2	-1	1	7	-18	-1	5
12	CNS(=O)(=O)c1cccc(C(=O)NCC2(N3CCOCC3)CCCCC2)c1	16	6	3	1	6	-1	-2	0
13	Nc1nc(NCc2ccco2)nc(Nc2ccccc2)c1[N+](=O)[O-]	15	-5	2	-3	6	-7	8	1
14	O=C(O)CCCCCNC(=O)OCC1c2ccccc2-c2ccccc21	0	4	8	11	-8	3	-6	4
15	CCOc1ccc(/C=C/C(=O)Nc2ccc(OC)cc2[N+](=O)[O-])cc1	30	-21	4	5	3	-1	6	0
16	CCCCCCCCN1[C@@H](CC(=O)O)c2ccc(C(F)(F)F)cc2S1(=O)=O	-4	-12	-1	18	4	7	4	-10
17	O=C(Cn1cnc2c(nnn2-c2ccccc2)c1=O)N1CCCc2ccccc21	15	4	-1	18	7	1	-7	0
18	Cc1ccc(NC(=O)c2cc(=O)[nH]c3ccccc23)cc1C	-1	-1	-25	-1	-14	-5	-13	-8
19	Cc1csc(=O)n1CC(=O)OCC(=O)NC(C)c1ccc(F)cc1 (stereo unspecified)	-3	3	8	22	15	-2	6	4
20	COc1ccc(OC)c(C(=O)NC(CC(N)=O)c2ccc(NCc3ccccn3)c([N+](=O)[O-])c2)c1 (stereo unspecified)	10	-48	-2	-9	1	4	-5	-7
21	COc1ccc(NC(=O)CCCc2nnc3n(C)c(=O)c4sccc4n23)cc1	0	4	9	17	0	4	-1	3
22	CCOC(=O)CC1C(=O)NCCN1S(=O)(=O)c1ccc(Cl)cc1 (stereo unspecified)	6	0	-3	-24	1	11	-7	-4
23	Cc1ccc(-c2csc(NC(=O)c3cccs3)n2)cc1	16	3	-68	-107	-62	18	13	-3
24	Cc1ccccc1OCCNC(=O)CSc1ccc(C(F)(F)F)cc1[N+](=O)[O-]	-10	3	0	-22	-3	16	1	-3
25	N#Cc1c(NC(=O)CSc2ncn[nH]2)sc2c1CCCC2	-8	4	22	62*	52*	4	-2	30
26	O=C1c2cnccc2CN1Cc1ccccc1	-3	5	-3	-16	5	-2	-12	-7
27	CCOC(=O)c1sc(=S)n(Cc2ccccc2)c1C	18	-2	-1	-5	3	-6	2	-4
28	COCCNC(=O)C(c1ccc(F)cc1)N(C(=O)CCC(=O)Nc1ccccn1)C1CCCCC1 (stereo unspecified)	5	2	-15	14	6	-3	3	-2
29	COc1ccc(N2CCN(C(=O)c3nc4nc(C)cc(C)n4n3)CC2)cc1	-17	-12	2	3	1	8	-3	0
30	CCC(=O)Nc1ccc(S(=O)(=O)NCC2CCCO2)cc1 (stereo unspecified)	8	2	-17	-5	4	-6	-3	2

Rewritten screen by screen: entries from further up.
#26 O=C1c2cnccc2CN1Cc1ccccc1
#30 CCC(=O)Nc1ccc(S(=O)(=O)NCC2CCCO2)cc1 (stereo unspecified)

entry no.	26	30
CCR6 antag	-3	8
UBC13 polyUb	5	2
Gli-Sufu antag	-3	-17
697 NFkB inh	-16	-5
Jurkat NFkB inh	5	4
Apaf-1 inh	-2	-6
EBI2 block	-12	-3
SENP8 block	-7	2

14 structures already listed, ordered by length of the SMILES, low to high:
cpd	SMILES	CCR6 antag	UBC13 polyUb	Gli-Sufu antag	697 NFkB inh	Jurkat NFkB inh	Apaf-1 inh	EBI2 block	SENP8 block
26	O=C1c2cnccc2CN1Cc1ccccc1	-3	5	-3	-16	5	-2	-12	-7
27	CCOC(=O)c1sc(=S)n(Cc2ccccc2)c1C	18	-2	-1	-5	3	-6	2	-4
23	Cc1ccc(-c2csc(NC(=O)c3cccs3)n2)cc1	16	3	-68	-107	-62	18	13	-3
30	CCC(=O)Nc1ccc(S(=O)(=O)NCC2CCCO2)cc1 (stereo unspecified)	8	2	-17	-5	4	-6	-3	2
18	Cc1ccc(NC(=O)c2cc(=O)[nH]c3ccccc23)cc1C	-1	-1	-25	-1	-14	-5	-13	-8
19	Cc1csc(=O)n1CC(=O)OCC(=O)NC(C)c1ccc(F)cc1 (stereo unspecified)	-3	3	8	22	15	-2	6	4
22	CCOC(=O)CC1C(=O)NCCN1S(=O)(=O)c1ccc(Cl)cc1 (stereo unspecified)	6	0	-3	-24	1	11	-7	-4
13	Nc1nc(NCc2ccco2)nc(Nc2ccccc2)c1[N+](=O)[O-]	15	-5	2	-3	6	-7	8	1
17	O=C(Cn1cnc2c(nnn2-c2ccccc2)c1=O)N1CCCc2ccccc21	15	4	-1	18	7	1	-7	0
15	CCOc1ccc(/C=C/C(=O)Nc2ccc(OC)cc2[N+](=O)[O-])cc1	30	-21	4	5	3	-1	6	0
24	Cc1ccccc1OCCNC(=O)CSc1ccc(C(F)(F)F)cc1[N+](=O)[O-]	-10	3	0	-22	-3	16	1	-3
16	CCCCCCCCN1[C@@H](CC(=O)O)c2ccc(C(F)(F)F)cc2S1(=O)=O	-4	-12	-1	18	4	7	4	-10
28	COCCNC(=O)C(c1ccc(F)cc1)N(C(=O)CCC(=O)Nc1ccccn1)C1CCCCC1 (stereo unspecified)	5	2	-15	14	6	-3	3	-2
20	COc1ccc(OC)c(C(=O)NC(CC(N)=O)c2ccc(NCc3ccccn3)c([N+](=O)[O-])c2)c1 (stereo unspecified)	10	-48	-2	-9	1	4	-5	-7

Assay outcomes: PubChem, Sanford-Burnham Center for Chemical Genomics

Not all compounds are listed, so the mix of outcomes need not match the whole.
